# mIDH1 inhibitor = inhibitors of human mutant IDH1 R132H | O75874 | IDH1-R132H enzyme, NADPH consumption, diaphorase/resazurin fluorescence | Potency, µM (doses to about 76.6 µM), for inactives: top-dose activity change, negative = inhibition, actives largely listed as inhibitors | 390,000 tested, 0.093% active | AID 602179; note: potency is the fitted concentration of half-maximal effect; % is set by controls: 0 for no effect and ±100 for the full control effect; nearly all actives have a fitted effect of over 65% in size
# Target sequence (O75874 whole entry R132H, stated change not applied): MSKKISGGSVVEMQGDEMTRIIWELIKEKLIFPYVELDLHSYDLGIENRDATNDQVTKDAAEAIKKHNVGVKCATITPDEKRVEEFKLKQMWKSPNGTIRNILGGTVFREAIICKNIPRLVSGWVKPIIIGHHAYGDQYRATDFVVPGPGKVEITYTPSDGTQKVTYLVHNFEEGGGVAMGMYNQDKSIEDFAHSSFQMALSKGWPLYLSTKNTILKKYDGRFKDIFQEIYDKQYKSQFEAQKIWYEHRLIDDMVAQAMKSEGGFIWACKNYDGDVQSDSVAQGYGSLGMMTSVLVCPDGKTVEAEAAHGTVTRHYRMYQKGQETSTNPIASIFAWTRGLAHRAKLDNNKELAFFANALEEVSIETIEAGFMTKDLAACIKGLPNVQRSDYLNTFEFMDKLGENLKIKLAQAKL
#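 IDH1-R132H (0.5 ug/mL) preincubated 30 min with compound, then NADPH (0.016 mM) and alpha-KG (2 mM) added; 80 min at RT, pH 7.5. Remaining NADPH coupled via diaphorase/resazurin to fluorescence (540/590 nm); concentration-response curves normalized to no-enzyme control.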
# TRHR agonist = TRH receptor (human) agonism; TRHR cells, calcium flux fluo-8, FDSS agonist mode; activation, % at 2 µM; 360,000 tested, 0.18% active; AID 493084; in the data active = activation above about 30%; note: 0% is about no effect
#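 Steps: seed TRHR cells overnight; add fluo-8 no-wash Ca dye, RT 30 min–1.5 h; record 10 s baseline; pin-transfer compounds; monitor fluorescence 1 cycle/s for the agonist window. Calcium increases flag candidate agonists.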
# USP1 inh = inhibitors of human USP1/UAF1 deubiquitinase | recombinant USP1/UAF1, Ub-Rhodamine cleavage fluorescence | Potency, µM (doses to about 57.1 µM), for inactives: top-dose activity change, negative = inhibition, actives largely listed as inhibitors | 390,000 tested, 0.23% active | AID 743255; note: potency is the fitted concentration of half-maximal effect; % is set by controls: 0 for no effect and ±100 for the full control effect; nearly all actives have a fitted effect of over 60% in size; inactives centre near -12
#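 USP1/UAF1 complex (1 nM) preincubated 15 min at room temperature with compound, then Ub-Rho substrate (150 nM final) added. Kinetic fluorescence at 480/540 nm over 6 reads at 60 s intervals; 50 mM HEPES pH 7.8, 0.5 mM EDTA, 0.1 mg/ml BSA, 1 mM TCEP, 0.01% Tween-20.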
# TRHR PAM = allosteric enhancers of human TRH receptor. P34981. TRHR cells, fluo-8 calcium fluorescence, EC20 TRH enhancement. enhancement, % at 2 µM. 360,000 tested, 0.66% active. AID 493056; in the data active = enhancement above about 30%; note: 0% is about no effect
#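 Enhancer read-out: after compound pinning and an initial kinetic agonist-mode read, an EC20 of TRH (10 nM final) was injected and fluo-8 calcium signal (Ex 480/Em 530) followed at 1 s/cycle for 100 cycles in TRHR-expressing cells.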
# TrxR1 substrate = is turned over as a substrate by rat TrxR1. purified TrxR1 substrate turnover, NADPH consumption readout. O89049. AID 588456. Potency, µM (highest dose often 114 µM), without a hit: top-dose activity change, negative = substrate turnover. 390,000 tested, 0.01% active; note: potency is the fitted concentration of half-maximal effect; % is set by controls: 0 for no effect and ±100 for the full control effect; nearly all actives have a fitted effect of over 50% in size
# Target sequence (O89049 whole entry, looked up): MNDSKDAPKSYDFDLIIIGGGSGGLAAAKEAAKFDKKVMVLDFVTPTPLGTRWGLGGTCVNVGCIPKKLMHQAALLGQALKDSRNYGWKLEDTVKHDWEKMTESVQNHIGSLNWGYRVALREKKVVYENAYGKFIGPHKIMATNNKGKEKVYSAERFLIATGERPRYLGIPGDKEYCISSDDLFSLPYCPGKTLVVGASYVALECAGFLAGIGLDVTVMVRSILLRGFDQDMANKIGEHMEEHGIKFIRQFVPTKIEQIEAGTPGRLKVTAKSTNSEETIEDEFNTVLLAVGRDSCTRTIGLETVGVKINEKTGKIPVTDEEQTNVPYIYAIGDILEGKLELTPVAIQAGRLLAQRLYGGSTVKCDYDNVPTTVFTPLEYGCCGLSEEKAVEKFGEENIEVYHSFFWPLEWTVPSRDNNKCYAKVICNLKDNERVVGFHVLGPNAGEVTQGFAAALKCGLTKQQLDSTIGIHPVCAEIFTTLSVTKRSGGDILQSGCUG
#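 Rat TrxR1, dispensed at 90 nM, was prereduced with 400 uM NADPH (final) for 5 min at ~22 deg C, then incubated with compound 15 min before 400 uM selenite. A first-read NADPH fluorescence drop versus no-compound background flagged substrates.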
# D2 antag = D2 dopamine receptor (human) antagonism | AID 485344 | P14416 | 340,000 tested, 2% active | HEK293 TREx D2 cells, calcium flux, dopamine EC80 | inhibition, % at 10 µM; in the data active = inhibition above about 30%; note: 0% is about no effect
#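 Inhibition of EC80 dopamine-driven calcium flux, recorded kinetically, defines activity here; cells are a tetracycline-induced HEK293 T-REx line expressing force-coupled D2.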
# D2 ag = activates the human D2 dopamine receptor | P14416 | HEK293 T-REx D2 cells, calcium flux agonist mode | activation, % at 2 µM | 340,000 tested, 0.53% active;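 active = activation over 3 SD above normal in the single-dose calcium agonist read, cut at about 30% in these data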; note: 0% is about no effect
#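 Calcium-flux readout, 1 cycle/sec over 180 s following compound pin transfer, in inducible HEK293 Trex D2 cells (force-coupled); dopamine controls included. Positive calcium responses during this window marked compounds as potential agonists.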
# PI4K2A block = blocks human PI4K2A kinase activity | purified PI4K2A, ADP-Glo luminescence, 1 h; stronger effect = lower value | activity change, negative = inhibition, % at 76.9 µM | 420,000 tested, 0.13% active; in the data active = activity change below about -50%; inconclusive = mostly about -30% to -49%;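 note: -100% = wells without enzyme as full effect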
#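 ADP-Glo luminescence measured ADP generated by PI4K2A enzyme (4 ug/mL before mixing) with 1.2 mM PI substrate (pre-mix) and 300 microM ATP (pre-mix). Tris pH7.5 buffer with MgCl2, Triton X-100; 1 h reaction at ambient temperature.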
# rTrxR1 inhibitor = blocks rat thioredoxin reductase 1. 390,000 tested, 1% active. AID 588453. O89049. Potency, µM (titrated, usually from 114 µM), without a hit: top-dose activity change, negative = inhibition, most hits filed as inhibitors. recombinant rTrxR1, NADPH fluorescence consumption, selenite substrate; note: potency is the fitted concentration of half-maximal effect; % is set by controls: 0 for no effect and ±100 for the full control effect; nearly all actives have a fitted effect of over 65% in size
#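 Rat TrxR1 (90 nM in the dispensed reagent) was pre-reduced with 400 uM NADPH for 5 min at room temperature, then incubated with compound for 15 min. After 400 uM selenite was added, NADPH fluorescence (Ex 340/Em 450 nm) was followed for 8 min.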
# The depositor's hits bear a star; ? = inconclusive; . = not tested or not shown; & = joins results of further samples; [ ] = another dose, or the depositor's remark. Unless noted, calls come from the whole dose curve; as a rule, active = well fitted inhibition curve with a large enough effect; inconclusive = small, poorly fitted or top-dose-only effect; inactive = no such curve, though single readings can be large or run the other way. No enrichment for hits. About 3.9% of those tested had a hit in this group.
Molecule,D2 antag,TrxR1 substrate,rTrxR1 inhibitor,D2 ag,TRHR agonist,TRHR PAM,USP1 inh,mIDH1 inhibitor,PI4K2A block
CC(Sc1nc(-c2ccccc2)cc(C(F)(F)F)n1)C(=O)NCCN1CCOCC1 (stereo unspecified),-12.9,9.8%,11.2%,-0.4,-0.3,2.6,-15.0%,3.3%,-5.7
CCCn1nnc(NC(=O)c2ccc([N+](=O)[O-])cc2Cl)n1,-3.3,2.8%,14.7%,-0.2,0.7,6.3,-24.0%,26.4%,-0.3
CC(C)CNC(=O)c1ccccc1SCC(=O)NC12CC3CC(CC(C3)C1)C2,-4.9,5.7%[57.1 µM],4.4%[57.1 µM],-1.6,-0.6,2.0,-10.5%,-8.7%,6.0
N#CCCn1cc(C(=O)Nc2ccc(C(=O)O)cc2)c(-c2cccc(Br)c2)n1,10.5,6.1%[57.1 µM],9.2%[57.1 µM],0.3,-0.1,-5.4,-9.6%,-8.2%,1.1
Cc1cc(C)c2oc(C(=O)N(Cc3cccs3)C3CCS(=O)(=O)C3)cc(=O)c2c1 (stereo unspecified),-1.8,2.3%,6.6%,-1.4,0.1,7.1,-21.9%,3.0%,-2.6
CN(CCC#N)Cc1cc(=O)oc2ccc3ccccc3c12,-19.6,5.4%,-5.8%,-2.5,-0.7,-3.8,-21.4%,6.5%,-3.8
COc1ccc(C(=O)OCc2nnc(-c3ccccc3)o2)cc1S(=O)(=O)N1CCOCC1,10.4,11.9%[57.1 µM],8.3%,10.8,-0.1,-2.2,-15.3%,5.9%,1.4
COc1ccc(OC)c(C2/C(=C(/O)c3cnn(-c4ccccc4)c3C)C(=O)C(=O)N2CCN(C)C)c1 (stereo unspecified),.,-0.7%,8.3%,.,-1.3,0.5,-21.3%,3.1%,-1.2
CC(=O)c1ccc(NC(=O)CN2CCN(c3ccccc3)CC2)cc1,36.7*,0.3%,29.3%,82.8*,0.3,-1.9,-14.4%,-1.9%,-3.2
COc1cc(OC)c2c(-c3ccccc3)cc(=O)oc2c1C(CC(=O)N1CCCC1)c1ccc2c(c1)OCO2 (stereo unspecified),13.3,11.4%[57.1 µM],17.3%&11.9%,1.0,0.1,-1.8,-16.1%,-14.8%,1.4
NC(=O)C1CCN(C(=O)c2ccc(Cl)c(S(=O)(=O)NCc3ccco3)c2)CC1,19.4,0.8%,-20.6%,0.5,0.0,4.3,-1.2%,3.3%,-3.5
CSC1=NCCN1C(=O)c1ccc2c(c1)OCO2,6.3,8.6%,19.5%,-0.1,-0.5,10.4,0.6%,1.8%,-1.9

# Next part; the last two above are carried over.
Molecule,D2 antag,TrxR1 substrate,rTrxR1 inhibitor,D2 ag,TRHR agonist,TRHR PAM,USP1 inh,mIDH1 inhibitor,PI4K2A block
NC(=O)C1CCN(C(=O)c2ccc(Cl)c(S(=O)(=O)NCc3ccco3)c2)CC1,19.4,0.8%,-20.6%,0.5,0.0,4.3,-1.2%,3.3%,-3.5
CSC1=NCCN1C(=O)c1ccc2c(c1)OCO2,6.3,8.6%,19.5%,-0.1,-0.5,10.4,0.6%,1.8%,-1.9
Cc1nc(-c2ccccn2)nc(N2CCOCC2)c1Cl,2.6,0.8%,10.7%,0.2,0.8,-2.5,-7.0%,5.3%,-5.1
O=C(CN1C(=O)NC2(CCCCC2)C1=O)Nc1ccc(Cl)c(S(=O)(=O)N2CCOCC2)c1,-38.7,-5.9%,-7.4%,0.1,0.4,-3.1,-0.2%,-7.7%,2.6
CCc1ccc(NC(=O)C2C3C=CC(C4CC34)C2C(=O)O)cc1 (stereo unspecified),-3.8,-3.2%,4.3%,-0.2,0.0,-0.9,0.8%,5.2%,-1.5
Cc1ccc(-c2onc(C)c2C)cc1S(=O)(=O)Nc1ccc(Cl)cn1,.,3.5%[57.1 µM],8.1%[57.1 µM],-0.3,-0.3,7.5,-22.5%,13.5%,-3.7
COc1ccc(C)cc1S(=O)(=O)Nc1ccc2c(c1)OCO2,17.1,6.8%[57.1 µM],19.7%[57.1 µM],-0.4,0.1,1.7,-19.9%,21.6%,-1.3
COc1ccc(CNCc2c(C(=O)O)c(C)n(Cc3ccc(Cl)cc3)c2C)c(OC)c1,.,5.0%,1.9%,0.9,0.5,2.8,-12.6%,11.6%,4.1
O=C(CCC1N=C2c3ccccc3N=C(SCC(=O)Nc3ccccc3F)N2C1=O)NCc1cccs1 (stereo unspecified),.,6.8%,6.8%,1.9,0.2,-2.4,?,-5.9%,0.7
O=C(CN1c2cccc3cccc(c23)S1(=O)=O)NCCc1ccc(F)cc1,.,19.4%,?,.,.,.,-3.1%,-4.1%,0.1
COCCN(C(=O)COC(=O)CSc1ccccc1)c1c(N)n(Cc2ccccc2)c(=O)[nH]c1=O,-9.4,-3.8%,3.3%,0.4,0.1,1.0,3.2%,-0.9%,-1.5
Cn1c(SCc2nc(-c3ccc(Br)cc3)no2)nnc1-c1ccco1,-9.0,7.9%,-2.8%,-0.8,-0.2,7.1,-12.9%,3.4%,-1.1
COCCOC(=O)c1c(C)oc2ccc(NS(=O)(=O)c3cccs3)cc12,8.6,0.4%[57.1 µM],-1.7%[57.1 µM],-0.3,-1.0,6.4,-29.0%,2.3%,-3.1
Cc1ccc(S(N)(=O)=O)cc1NC(=O)C1CC2CCC1C2 (stereo unspecified),-10.4,7.3%,10.3%,0.3,0.6,-6.9,-16.6%,1.6%,-3.6

# The results go on.
Molecule,D2 antag,TrxR1 substrate,rTrxR1 inhibitor,D2 ag,TRHR agonist,TRHR PAM,USP1 inh,mIDH1 inhibitor,PI4K2A block
Cc1cccc(C)c1NC(=O)COC(=O)/C=C/c1ccc(S(=O)(=O)N2CCOCC2)cc1,.,-5.1%,15.5%,.,.,.,-1.9%,-19.5%,0.9
COc1cc(OC)cc(C(=O)Nc2ccc3c(c2)n(C)c(=O)c(=O)n3C)c1,.,3.3%[57.1 µM],15.1%[57.1 µM],0.5,0.3,7.4,-2.0%,0.0%,3.3
CCc1ccc2[nH]c(=O)c(CN(Cc3ccc(OC)cc3)Cc3nnnn3CCOC)cc2c1,-22.0,-2.1%,-22.3%,-0.1,-0.3,-12.4,-9.2%,-0.3%,1.5
Cc1ccc2c(c1)N(C(=O)NCc1ccccc1)CCO2,.,5.2%,38.0%[activator],0.5,0.1,4.6,4.3%,10.9%,1.7
Cn1c(SCc2ccc(F)cc2)nc2ccc(C(=O)NCc3ccccc3)cc21,.,-3.3%,8.2%,-0.6,-0.4,0.9,-19.5%,7.9%,0.2
CN=c1scc(-c2ccc([N+](=O)[O-])cc2)n1/N=C/c1ccco1,-3.4,8.5%[57.1 µM],27.7%[57.1 µM],-0.2,-0.1,3.4,-13.7%,0.8%,-11.5
COc1ccc2nc(Nc3nc(CSc4nnc(C)s4)cc(=O)[nH]3)nc(C)c2c1,3.6,.,.,0.8,-0.5,8.7,.,.,.
Cc1ccc(CNC(=O)C2CCN(S(=O)(=O)c3c(C)noc3C)CC2)cc1,-17.4,2.4%,5.0%,0.5,-0.3,8.9,-19.1%,4.9%,8.4
CSc1cccc(NC(=O)CCS(=O)(=O)c2cccc3nonc23)c1,-19.6,-0.2%,-4.1%,-1.1,0.1,4.6,-4.1%,2.5%,0.3
CCOC(=O)CCCNC(=O)CSc1nnc(-c2ccccc2)c(-c2ccccc2)n1,-0.7,-2.2%,4.0%,0.0,0.1,2.5,-20.5%,0.1%,7.5
CC(OC(=O)c1ccc(Cl)c(S(=O)(=O)N2CCc3ccccc32)c1)C(=O)Nc1ncc(Cl)cc1Cl (stereo unspecified),-11.3,8.7%,16.8%,-0.6,0.5,1.8,-18.7%,6.1%,-0.6
COc1cc(C(=O)NCC(=O)NCCN2C(=O)S/C(=C\c3ccc4c(c3)OCO4)C2=O)cc(OC)c1OC,-8.5,-5.1%,2.7%,0.2,-0.2,0.4,1.4%,-4.0%,1.7

# Later entries
Molecule,D2 antag,TrxR1 substrate,rTrxR1 inhibitor,D2 ag,TRHR agonist,TRHR PAM,USP1 inh,mIDH1 inhibitor,PI4K2A block
COc1ccc(C(CNC(=O)CCNS(=O)(=O)c2ccc(Br)cc2)N2CCCC2)cc1 (stereo unspecified),-21.2,-4.4%,-13.4%,-0.1,-0.5,47.8*,-7.3%,3.5%,-2.8
O=S(=O)(NCCC1=CCCCC1)c1ccccc1Br,-6.4,-14.3%,-0.9%,1.5,0.3,3.0,-7.3%,-4.3%,2.8
COc1ccc(S(=O)(=O)N(C)CC(=O)N2CCN(c3ccc(F)cc3)CC2)cc1OC,11.1,2.7%,13.7%,0.3,0.1,-3.9,-9.5%,0.5%,-1.2
COc1ccc(S(=O)(=O)NNC(=O)c2cc3c4ccccc4n(C)c3s2)cc1,0.0,7.5%[57.1 µM],18.0%[57.1 µM],-0.4,0.8,15.5,-6.3%,12.0%,9.1
COc1ccc(CCC(=O)NCCc2ccc(OC)c(OC)c2)cc1,-15.6,-2.5%[11.4 µM],-7.5%[11.4 µM],-1.0,-1.1,8.2,-22.6%,11.9%,0.3
Cc1cc(N2CCN(c3ccccc3)CC2)n2nnnc2n1,4.0,-3.4%,?,0.5,0.3,-10.4,-15.5%,-2.8%,-2.6
Cc1ccc(C(=O)NC=C(Cl)Cl)cc1,3.9,9.3%[57.1 µM],10.6%[57.1 µM],-0.2,-0.5,2.2,-14.9%,5.4%,-2.1
CN(/C(=N\S(=O)(=O)c1ccccc1)C(F)(F)F)c1ccccc1,2.1,-7.2%,-6.4%,0.1,0.0,0.6,-2.2%,1.9%,8.5
COc1ccccc1C(=O)NCc1nnnn1-c1ccc(C)c(C)c1,.,-1.7%[57.1 µM],24.8%[57.1 µM],1.4,0.3,5.4,-25.0%,-13.0%,0.4
CCOC(=O)N1CCN(Cc2nnc(-c3ccccc3Cl)o2)CC1,-11.3,-0.5%,10.7%,0.8,0.9,-2.2,-9.0%,9.5%,3.4

# Assay outcomes as filed in PubChem BioAssay.
